# Assay outcomes as filed in PubChem BioAssay.
# sPLA2-III inh: human group III sPLA2 inhibitors, primary screen, biochemical, QFRET, BODIPY PC-A2 liposome substrate. AID 743126, 2013. 0.56% of 370,000 active. inhibition, % at 12.2 µM. QFRET BODIPY PC-A2 liposome hydrolysis, fluorescence;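 active means inhibition above mean plus 3 SD of compounds lying within the high and low control bounds, cut at about 19% in these data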;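 further: 0% = median of test compound wells and 100% = no enzyme DMSO wells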
# GC-B act: human GC-B receptor activators, primary screen, HEK293 GC-B cells, cGMP TR-FRET, EC30 CNP | 0% at EC30 CNP, 100% saturating CNP | activation, % at 10 µM | 0.11% of 370,000 active | AID 1920062, 2024;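 active means activation at 10 µM reaching about 35% in either raw or pattern-adjusted values, limit read from the data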
# ASAP1 GAP inh: inhibitors of human ASAP1 ArfGAP activity, primary screen, biochemical, fluorescence polarization | AID 624377, 2012 | Arf-GAP with SH3 domain, ANK repeat and PH domain-containing protein 1 (Homo sapiens), … | ASAP1-stimulated ARF1 GTP hydrolysis, GDP FP detection | 0.19% of 360,000 active | inhibition, % at 16.5 µM; in the data active means inhibition above about 25%;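 further: 0% = vehicle with enzyme and substrate and 100% = no enzyme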
# Target sequence (Q9ULH1 325-724 limits assumed): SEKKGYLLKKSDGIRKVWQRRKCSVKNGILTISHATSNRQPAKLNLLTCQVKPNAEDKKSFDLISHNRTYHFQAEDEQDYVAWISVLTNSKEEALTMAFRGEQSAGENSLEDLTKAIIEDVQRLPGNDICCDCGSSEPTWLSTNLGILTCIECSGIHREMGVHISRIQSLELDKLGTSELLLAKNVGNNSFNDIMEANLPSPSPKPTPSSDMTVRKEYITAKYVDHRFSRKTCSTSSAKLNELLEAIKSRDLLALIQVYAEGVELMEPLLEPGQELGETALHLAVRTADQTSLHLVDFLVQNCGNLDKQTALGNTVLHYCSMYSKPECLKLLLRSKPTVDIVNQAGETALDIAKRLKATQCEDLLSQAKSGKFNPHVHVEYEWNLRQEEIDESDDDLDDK
# FXN GAA850 act: FXN promoter activators, primary screen, cell-based, luciferase luminescence, HEK293 lucGAA850 | HEK293 lucGAA850 FXN promoter luciferase reporter, 24 h; percent of 10 µM SAHA response | activation, % at 6 µM | 0.56% of 360,000 active | AID 540364, 2011;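 active means activation above the average of all compounds screened plus 3 SD, cutoff fixed separately per campaign, cut at about 7.5% in these data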;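 further: 0% = DMSO wells and 100% = 10 µM SAHA wells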
# NPR1 activator: GC-A stimulated cGMP production enhancers – HEK293 GC-A cells, cGMP TR-FRET, EC30 ANP, primary screen. 0.14% of 370,000 active. AID 1671463, 2021. activation, % at 10 µM. 0% at EC30 ANP, 100% saturating ANP. Atrial natriuretic peptide receptor 1 (Homo sapiens), P16066; in the data active means activation above about 40%
# KLK7 zymogen act: proKLK7 zymogen activators, primary screen, biochemical, fluorescence intensity. Kallikrein-7 (Homo sapiens), P49862. purified proKLK7, EDANS-DABCYL substrate fluorescence; 100% is mature enzyme control, 0% vehicle. activation, % at 7 µM. 0.9% of 370,000 active;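 active means activation above the mean of all tested compounds plus 3 SD, computed per campaign excluding outliers beyond control limits, cut at about 13% in these data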
# rCAG RNA binder: binders of r(CAG) RNA repeats, primary screen, biochemical, fluorescence; inhibition, % at 3 µM; 1.3% of 370,000 active; r(CAG) RNA repeat, TO-PRO-1 dye displacement fluorescence;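 active means inhibition above the plate cutoff, the mean of all test compounds on that plate plus 3 SD, cut at about 35% in these data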;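 further: 0% = DMSO alone and 100% = 100 µM mitoxantrone as full dye displacement; higher means more dye released from RNA so lower well fluorescence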
# Tn6 DDE FP: inhibitors of Tn6 peptide binding to fibrin DD(E), primary screen, biochemical, fluorescence polarization, human fibrin, Tn6 probe; Fibrinogen beta chain (Homo sapiens), P02675; Fibrin DD(E) TRITC-Tn6 fluorescence polarization displacement; inhibition, % at 8.3 µM; 0.21% of 370,000 active; AID 720509, 2013;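 active means inhibition above a per-campaign cutoff: mean of compounds within control limits plus 3 SD, cut at about 15% in these data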;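 further: 0% = median of all compound wells on the plate and 100% = blocking peptide control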
# ADAM10 inh: human ADAM10 inhibitors, primary screen, biochemical, QFRET, HTS; recombinant ADAM10, EDANS/DABCYL FRET peptide cleavage, 3 h; inhibition, % at 7 µM; 0.62% of 370,000 active;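 active means inhibition above a per-campaign cutoff equal to the mean of compounds falling between control-based bounds plus 3 SD, cut at about 20% in these data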;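 further: 0% = DMSO wells while the 100% control is not disclosed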
# Target sequence (O14672 214-748 limits assumed): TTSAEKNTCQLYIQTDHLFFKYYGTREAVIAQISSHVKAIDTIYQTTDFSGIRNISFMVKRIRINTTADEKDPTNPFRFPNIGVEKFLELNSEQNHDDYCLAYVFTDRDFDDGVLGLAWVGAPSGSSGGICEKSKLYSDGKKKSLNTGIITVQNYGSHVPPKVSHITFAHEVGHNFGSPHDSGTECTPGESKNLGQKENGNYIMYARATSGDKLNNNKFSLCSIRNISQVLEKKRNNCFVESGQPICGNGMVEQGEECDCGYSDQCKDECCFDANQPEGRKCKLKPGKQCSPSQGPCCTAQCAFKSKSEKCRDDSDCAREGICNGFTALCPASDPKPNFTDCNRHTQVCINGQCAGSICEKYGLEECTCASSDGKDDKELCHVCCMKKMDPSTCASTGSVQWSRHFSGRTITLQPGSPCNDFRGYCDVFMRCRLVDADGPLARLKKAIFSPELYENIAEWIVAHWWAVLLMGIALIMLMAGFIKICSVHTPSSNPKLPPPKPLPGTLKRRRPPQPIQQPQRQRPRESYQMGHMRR
# ARFGAP1 inh: inhibitors of rat ARFGAP1 GAP activity, primary screen, biochemical, fluorescence polarization, GDP tracer | ADP-ribosylation factor GTPase-activating protein 1 (Rattus norvegicus), Q62848 | Arfgap1-stimulated ARF1 GTP hydrolysis, GDP FP detection | inhibition, % at 16.5 µM | 0.26% of 360,000 active | AID 651572, 2012;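 active means inhibition above a per-plate limit, mean inhibition of low control wells plus 3 SD, cut at about 25% in these data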;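 further: 0% = DMSO wells with enzyme and 100% = wells lacking Arfgap1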
# Target sequence (Q62848 1-136 limits assumed): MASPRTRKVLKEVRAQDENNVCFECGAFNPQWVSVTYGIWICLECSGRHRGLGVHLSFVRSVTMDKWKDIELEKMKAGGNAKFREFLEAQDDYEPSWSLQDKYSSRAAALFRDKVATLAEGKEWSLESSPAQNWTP
#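 Material: rat Arfgap1 catalytic domain, aa 1-136; also added: human ARF1(Δ1-17)-GTP substrate; compound dosing: one concentration, 16.5 µM, DMSO 1.26%; incubation: GTP hydrolysis reaction 2 h at 25 °C; measured by: Tracer-displacement fluorescence polarization with EDTA stop, 620/688 nm; evaluation: % inhibition from polarization; repeats: one replicate per compound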
# Numbers without * were called inactive; i = inactive; . = not tested or not shown.
SMILES,sPLA2-III inh,GC-B act,ASAP1 GAP inh,FXN GAA850 act,NPR1 activator,KLK7 zymogen act,rCAG RNA binder,Tn6 DDE FP,ADAM10 inh,ARFGAP1 inh
CCOC(=O)c1ccc(NC(=S)N2CCSC2c2ccc(Cl)cc2)cc1 (stereo not drawn),-3,-9,22,0.9,-7,0.5,-1,5,-1,7
CC[C@@]1(C(=O)OC)N[C@H](CN(C)C(=O)Nc2ccc(F)cc2)[C@@H]2C(=O)N(C)C(=O)[C@@H]21,14,2,10,-1.1,2,0.0,-1,-2,-17,1
COCCCn1c(SCC(=O)N2CCOCC2)nc2ccccc2c1=O,-4,-2,3,-0.4,-1,0.0,-4,-6,2,5
CN(C)Cc1c(O)ccc2cc(-c3nc4ccccc4n3C)c(=O)oc12,8,3,-2,-6.4,15,78*,-2,1,i,-2
COc1ccc(C2Nc3ccccc3C(=O)N2Cc2ccco2)cc1COc1ccccc1C (stereo not drawn),-6,-17,.,.,-13,.,.,-3,-260,.
COc1ccc(/C=N/NC(=O)c2nn(-c3ccc(Cl)cc3)c(=O)c3c(N)scc23)cc1,-2,-6,15,4.6,3,-0.1,42*,8,13,-4
O=C(CN(C(=O)CCC(=O)Nc1nccs1)c1ccccc1F)NCc1ccc(F)cc1,4,-3,8,0.0,-3,-0.3,-1,2,11,-3
COc1cccc(NC(=O)CSc2nnc3ccc(-c4ccncc4)nn23)c1,-4,-3,-1,-0.8,0,-0.3,4,-4,-1,4
NC(=Nc1nc(-c2ccccn2)cc2ccccc12)c1ccccn1,21*,1,-16,3.2,-2,0.3,2,11,-20,-19
Cc1ccc(NC(=O)Cc2ccccc2)cc1S(=O)(=O)N1CCOCC1,9,1,14,-1.4,2,0.2,2,5,-10,9

# The closing three records of the section above open the next one:
SMILES,sPLA2-III inh,GC-B act,ASAP1 GAP inh,FXN GAA850 act,NPR1 activator,KLK7 zymogen act,rCAG RNA binder,Tn6 DDE FP,ADAM10 inh,ARFGAP1 inh
COc1cccc(NC(=O)CSc2nnc3ccc(-c4ccncc4)nn23)c1,-4,-3,-1,-0.8,0,-0.3,4,-4,-1,4
NC(=Nc1nc(-c2ccccn2)cc2ccccc12)c1ccccn1,21*,1,-16,3.2,-2,0.3,2,11,-20,-19
Cc1ccc(NC(=O)Cc2ccccc2)cc1S(=O)(=O)N1CCOCC1,9,1,14,-1.4,2,0.2,2,5,-10,9
CCOC(=O)Cc1cc(-c2ccc(OC)cc2)nc2ccc3ccccc3c12,-7,1,6,5.0,4,-1.1,2,7,-20,-1
CCOC(=O)c1ccc(NC(=O)COC(=O)c2cccc(Oc3ccccc3)c2)cc1,-36,7,5,1.6,-21,-0.1,10,-3,28*,13
Cc1ccc(-n2cc(C(C)(C)C)[nH]c2=S)cc1,10,-1,11,2.6,2,0.0,-4,-2,-10,-19
CCOc1ccc(CNc2ccc(S(N)(=O)=O)cc2)cc1,-6,-5,-7,1.8,2,-0.4,0,1,5,5
Cc1ccccc1N1CCN(C(=O)[C@@H]2CCCN2C2=NS(=O)(=O)c3ccccc32)CC1,3,-1,4,0.1,-3,-0.2,4,5,-3,11
COc1ccccc1N1CCN(C(=O)C2CCCN(S(=O)(=O)c3ccc4c(c3)CCCN4C(C)=O)C2)CC1 (stereo not drawn),-6,4,-5,-1.3,3,0.5,-4,6,-5,9
CC(=O)Nc1ccc(S(=O)(=O)NCCC(=O)Nc2ccc(C)c(F)c2)cc1,-5,-4,-15,2.9,-2,-0.5,3,4,-4,-4
NC(=S)N/N=C/c1ccccc1[N+](=O)[O-],12,-1,-9,1.8,3,0.6,-2,3,-10,-6
CCc1ccc(NC(=O)C2CCCN2S(=O)(=O)c2ccc3c(c2)C(C)(C)C(=O)N3C)cc1 (stereo not drawn),5,4,-4,-1.2,-3,0.7,1,6,-9,-7
C=C1N(c2ccccc2)C(=O)OC1(C)C,5,-1,2,1.8,2,-0.2,-4,6,-5,16
COc1ccc(-c2nc3ccccc3c(=O)n2NC(=S)N(C)C)cc1,13,2,0,0.7,5,-0.7,0,1,-6,14
O=C(NCC[C@H]1CC[C@@H](NC(=O)C2CCOCC2)[C@@H](CO)O1)Nc1ccc(Cl)cc1,13,3,9,.,1,1.0,1,7,0,11
O=C1CC(c2ccc(Cl)cc2)CC(=O)C1CS(=O)(=O)c1ccccc1 (stereo not drawn),-4,-4,2,2.6,2,-0.7,12,7,5,9
O=C1[C@@H]2Cc3c([nH]c4ccccc34)C(c3cccc([N+](=O)[O-])c3)N2C(=O)CN1CCCO (stereo partly drawn),-4,-6,9,0.3,-22,0.2,3,-4,-6,3
COc1cccc(C(=O)NNC2=CC(=O)CC(C)(C)C2)c1,-26,-1,-3,0.5,2,-0.9,4,-7,-40,1
COC(=O)N1CCN(CCc2ccccc2)CC1,-1,4,2,-0.6,2,0.5,1,6,-5,-7
O=C(Cc1ccccc1)NNC(=O)c1cnccn1,0,-2,-8,1.2,1,0.5,5,4,5,0
O=c1oc2cc(O)ccc2c2ccccc12,-6,2,13,-1.5,5,-1.2,2,0,0,7
C=Cc1ccc(C(=O)N2CCCC(Nc3ccc4c(c3)OCCO4)C2)cc1 (stereo not drawn),8,1,0,0.9,-3,0.6,-1,-4,-1,4
O=C(/C=C/c1ccc(Cl)cc1)NCc1cccs1,-5,-1,10,4.8,-1,-0.1,2,0,4,1
COc1ccc2c(C(=O)c3ccc(C)cc3)n(CCC(N)=O)[n+]([O-])c2c1,-3,9,-1,0.9,4,0.7,-5,-3,-3,-4
CCOc1ncccc1C(=O)NNC(=O)c1ccccc1-n1cccc1,3,5,-4,3.2,3,-0.2,-2,1,2,2
COC(=O)CC1COc2ccccc2N1C(=O)c1cccc(Cl)c1 (stereo not drawn),-3,-14,-5,0.1,-21,0.1,-4,0,-4,-4
O=C(NCN1CCCCC1)c1cccnc1,4,7,-1,0.5,-1,-0.8,0,10,12,3
CCOC(=O)c1cncc(NC(=O)c2ccccc2)c1,2,-3,-7,-1.9,1,0.8,-2,-7,-3,-8
Cc1cc2cc(C(=O)N3CCc4c([nH]c5ccccc45)C3c3ccccn3)ccc2o1 (stereo not drawn),-10,1,15,0.7,0,0.2,5,7,6,11
C=CCn1c(N2CCOCC2)nc2c1c(=O)[nH]c(=O)n2C,-3,0,-10,0.9,-3,0.7,-1,-4,-12,-9
Cc1c(-n2c(O)c(C3=c4ccccc4=NC3=O)sc2=O)c(=O)n(-c2ccccc2)n1C,-1,-2,4,3.4,-6,0.5,-1,-8,-8,-10
Cc1ccccc1N(C(=O)Cc1c[nH]c2ccccc12)C(C(=O)NC1CCCCC1)c1ccco1 (stereo not drawn),-26,-6,-4,4.1,-4,0.0,0,9,-1,-7
O=C(COC(=O)C1=COCCO1)NCc1ccc(Cl)cc1Cl,-5,5,9,1.0,2,0.3,3,4,2,2
CCC(=O)Nc1cccc(C(=O)/C=C/c2ccccc2)c1,-6,7,-7,-10.0,8,0.2,3,7,4,-13
Cn1cc(Cl)c(-c2nc3ccccc3[nH]2)n1,-3,-1,-10,0.9,0,-0.7,-1,-2,4,0
COc1ccccc1-c1ccc2c(c1)C(C)(Cc1ccc(Cl)c(Cl)c1)C(=O)N2 (stereo not drawn),-9,-2,4,17*,-10,-0.2,6,-8,2,1
C=CCCC(=O)N1C[C@@H](CO)[C@@H](NC)C[C@H]1c1ccccc1Br,11,-5,1,.,-12,-0.7,0,4,0,4
CC12CN(C(=O)c3ccco3)CC(c3ccccc3)(CN(C(=O)c3ccco3)C1)C2=O,4,1,0,-0.2,3,0.1,6,-9,-1,16
CCN(CC)S(=O)(=O)c1cccc(C(=O)NCc2ccccc2)c1,9,-3,-1,2.1,-2,0.0,-5,1,-6,-3
FC(F)Oc1ccc(C2N=C(c3ccccc3)NO2)cc1 (stereo not drawn),-5,-3,2,7.9*,-5,-4.4,1,7,-3,-15
CCOC(=O)N1CCN(C(=O)CNC(=O)c2ccc(Br)o2)CC1,8,0,-12,0.4,-3,-0.1,-6,3,9,-3
CC1=C(C(=O)N(C(C)C)C(C)C)CC(CC(=O)NCCCCc2ccccc2)C(=O)N1Cc1ccc(C(C)(C)C)cc1 (stereo not drawn),-11,-2,-1,.,-4,0.0,9,-6,6,17
COc1ccc(-c2cc(C(=O)N/N=C(\C)c3cccnc3)c3ccccc3n2)cc1,-1,-1,0,0.4,0,37*,6,-5,-332,-3
O=C(COC(=O)CCC(=O)c1cccs1)Nc1ccccc1[N+](=O)[O-],-4,3,-3,-0.2,-2,0.4,-1,2,-6,-6
CC1CCC(=O)N(CCSc2ccccc2)CC1 (stereo not drawn),-4,0,-16,1.8,0,0.0,-3,9,0,4
CC(=C/C(=O)O)/C=C/c1ccc([N+](=O)[O-])cc1,-8,4,17,0.2,1,-0.2,13,1,2,0
CNC(=O)C[C@H]1C(=O)N(Cc2ccccc2)C[C@@H]1Cc1ccccc1,1,-3,13,1.1,3,-1.2,3,1,-13,-3
Cc1ccc(-c2nnc3ccc(SCC(=O)N4CCc5ccccc54)nn23)cc1,7,2,-9,0.2,-4,0.1,3,-3,-4,-5
CCCCn1c(CN2C(=O)c3ccccc3C2=O)nc2ccccc2c1=O,4,3,-6,-0.6,-2,-0.4,-3,2,-1,-3
N/C(=N\OC(=O)CCC1CCCC1)c1cccc([N+](=O)[O-])c1,21*,0,7,5.2,5,0.4,0,-4,-5,-11
OCC(O)CN1CCCC1 (stereo not drawn),4,-3,3,0.4,0,-0.1,-1,-5,-6,8
Cc1cc(C)nc(Nc2ncc(O)n2-c2ccccc2)n1,-5,0,-17,1.4,-2,-0.4,1,-5,7,7
Cc1c(Br)cc(C(=O)NC2CCCCC2)c(C)c1C,-1,10,12,0.2,0,-0.1,-2,-10,2,5

# (cont.)
SMILES,sPLA2-III inh,GC-B act,ASAP1 GAP inh,FXN GAA850 act,NPR1 activator,KLK7 zymogen act,rCAG RNA binder,Tn6 DDE FP,ADAM10 inh,ARFGAP1 inh
CCOc1ccc(NC(=O)[C@@H]2CCCN2C(=O)c2cccs2)cc1S(=O)(=O)N1CCCCC1,3,-1,3,0.5,-2,0.1,4,-9,-5,9
Cc1cccc(NC(=O)N2CCC(c3nc4ccccc4o3)CC2)c1,-7,0,-12,-1.9,2,-0.1,-4,1,-1,-1
Cc1ccc(C)c(NCc2ccccc2CO)c1,7,-3,-3,-1.0,-5,0.0,-5,1,-2,-3
CCCCSc1nc2c(cnn2-c2ccc(C)c(C)c2)c(=O)[nH]1,-1,12,-15,1.6,4,0.5,3,0,7,4

# Compounds were not picked by outcome. Share with any hit: about 4.5%.
